HepG2 tox – HepG2 cytotoxicity, counter-screen for TGF-b inhibitors; actives 0.76% (n = 410,000); Potency, µM (highest dose often 46.1 µM), inactives show at the top dose activity change, negative = cytotoxicity, actives largely listed as cytotoxic; HepG2 CAGA-GFP viability, ATP luminescence, 18 h; note: potency is the fitted concentration of half-maximal effect; some results filed as inactive show a strong effect at the top dose
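HepG2 CAGA-GFP cells (1000/well, DMEM with 1% FBS) received compound, then TGF-beta at 500 pg/mL final, and were incubated 18 hours at 37 degrees C. Viability was read by CellTiter-Glo luminescence. Media-only wells were set as complete cell-killing and DMSO as no toxicity.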
Mm-Cpn inhibitor – blocks the Methanococcus maripaludis chaperonin Mm-Cpn. purified Mm-Cpn ATPase, ADP Transcreener TR-FRET. Potency, µM (series often up to 76.9 µM), for inactives: at the top dose activity, negative = inhibition, hits mostly inhibitors. actives 0.031% (n = 330,000); note: potency is the fitted concentration of half-maximal effect; % is set by controls: 0 for no effect and ±100 for the full control effect; nearly all actives have a fitted effect of over 80% in size
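ATPase read-out: TR-FRET ADP immunoassay (anti-ADP Eu cryptate vs ADP-d2), ex 320 nm, em 590/665 nm; signal drops as ADP forms. Enzyme 25 nM, ATP 10 uM, 30 min at 37°C after 10 min compound preincubation.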
A549 tox – A549 cytotoxicity, counter-screen for Nrf2 inhibitors; A549 ARE-Fluc cells, CellTiter-Fluor viability, 18-24 h; Potency, µM (titrated, usually from 46 µM), for the others: at the highest dose activity change, negative = cytotoxicity, hits mostly inhibitors; actives 0.16% (n = 390,000); note: potency is the fitted concentration of half-maximal effect; % is set by controls: 0 for no effect and ±100 for the full control effect
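Cytotoxicity counterscreen: CellTiter-Fluor fluorescence was measured in A549 ARE_Fluc cells after 18-24 h of compound exposure in a concentration series. The subsequent BugLite luminescent read reports ARE-luciferase activity.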
Nrf2 activator – activators of Nrf2 (ARE) signaling; AREc32 ARE-luciferase reporter (MCF7-derived line), luminescence, 24 h; Potency, µM (doses to about 46.1 µM), for inactives: at the highest dose activation, usual class: activators; actives 0.31% (n = 410,000); AID 624171; note: potency is the fitted concentration of half-maximal effect; % of control where 0% means no effect; nearly all actives have a fitted effect of over 65% in size
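Luminescent ARE reporter assay in AREc32_Fluc cells: overnight plating at 37 deg C, 24 hr compound incubation, Steady-Glo added, 30 min RT before reading.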
CCT modulator – modulators of cytosolic chaperonin (CCT/TRiC) activity | purified chaperonin ATPase assay, HTRF ADP detection, 30 min | activity change, % (no concentration beside the values), hits read low | actives 0.3% (n = 360,000) | AID 651819; in the data active = activity change below about -30%; note: % is set by controls: 0 for no effect and ±100 for the full control effect
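We incubate TRiC, 40 or 20 nM final, with library compounds at 76 uM and 10 uM ATP for 30 min at 37 °C. ADP formed is detected with Transcreener HTRF reagents after 30 min at room temperature.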
Akt phos inh – Akt phosphorylation inhibition. actives 0.32% (n = 360,000). Neuro2A IGF-stimulated pAkt S473 HTRF, 20 min; stronger effect = lower value. activity change, % for hits at 50 µM; in the data active = activity change below about -80%; inconclusive = mostly about -51% to -80%; note: % is set by controls: 0 for no effect and ±100 for the full control effect
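Single-point screen (50 µM final compound) in Neuro2A cells stimulated 20 min with 6 nM IGF at 37 deg C. After lysis, Ser473-phosphorylated Akt read by HTRF (ex 330 nm, em 615/665 nm) as the 665/615 ratio.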
Abeta rescue – restores growth of yeast expressing A-beta42 peptide; AID 1347071; Potency, µM (highest dose often 46.1 µM), inactives show top-dose growth rescue, most hits filed as activators; actives 0.063% (n = 410,000); yeast expressing A-beta42, growth rescue, OD600, 48 h; response scale: 0% DMSO, 100% iron-clioquinol control; note: potency is the fitted concentration of half-maximal effect; nearly all actives have a fitted effect of over 55% in size
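Growth rescue measured by 600 nm absorbance after 48 h yeast culture at 30 C with compound. Values normalized between DMSO and an equimolar ferric chloride plus clioquinol control.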
TGFb SMAD3 inh – inhibitors of TGF-b signaling | HepG2 CAGA-GFP TGF-b/SMAD3 reporter, GFP fluorescence, 18 h; TGF-beta stimulated, 500 pg/mL final | Potency, µM (doses to about 46.1 µM), for the others: at the highest dose activity, negative = inhibition, actives largely listed as inhibitors | actives 1.2% (n = 410,000) | AID 588855; note: potency is the fitted concentration of half-maximal effect; % is set by controls: 0 for no effect and ±100 for the full control effect; nearly all actives have a fitted effect of over 65% in size
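Per well, imaged GFP fluorescence of HEPG2 CAGA-GFP cells gives the signal; cells get compound, then TGF-beta (500 pg/mL final), 18 h at 37 degrees C; %Activity versus -TGF-beta and +DMSO controls.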
Nrf2 inh – blocks Nrf2 signaling; A549 ARE-Fluc reporter, luciferase luminescence, 18-24 h; Potency, µM (titrated, usually from 46 µM), inactives show at the top dose activity change, negative = inhibition, hits mostly inhibitors; actives 2.1% (n = 360,000); note: potency is the fitted concentration of half-maximal effect; % is set by controls: 0 for no effect and ±100 for the full control effect; nearly all actives have a fitted effect of over 60% in size
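Nrf2 activity is the BugLite luminescence, read 15 min after reagent at room temperature, following CellTiter-Fluor cytotoxicity readout (30 min, 37C). Compound titrations were applied for 18-24 h to 5000 A549 ARE_Fluc cells/well in 5% FBS OPTI-MEM.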
The depositor's hits bear a star; [ ] = dose if it differs, or a comment. Unless noted, calls come from the whole dose curve; as a rule, active = well fitted curve in the direction sought with a large enough effect; inconclusive = small, poorly fitted or top-dose-only effect, or another doubt; inactive = no such curve, though single readings can be large; an effect the other way counts as inactive or inconclusive.

For COc1ccc(SC[C@H](CC(C)C)N2CCN(C)CCC2=O)cc1 the results were HepG2 tox 3%, Mm-Cpn inhibitor 0%, A549 tox 1%, Nrf2 activator 6.4%, CCT modulator -0.6, Akt phos inh inactive, Abeta rescue -7%, TGFb SMAD3 inh inconclusive and Nrf2 inh inconclusive.
CCS(=O)(=O)Nc1cccc(C2=NN(S(=O)(=O)c3ccc(C)cc3)C(c3ccco3)C2)c1 (centres undefined) was read as HepG2 tox -24%, Mm-Cpn inhibitor 1%, A549 tox 3%, Nrf2 activator 0.2%, CCT modulator -1.4, Akt phos inh inactive, Abeta rescue -16%, TGFb SMAD3 inh -2% and Nrf2 inh -26%.
Cc1ccc(/C=C/C(=O)Nc2ccc3nc(N4CCC(C)CC4)cc(C)c3c2)cc1 was read as HepG2 tox -29%, A549 tox 6%, Nrf2 activator 2.6%, Abeta rescue -10%, TGFb SMAD3 inh inconclusive and Nrf2 inh -6%[9.27 µM].
For CCOC(=O)C1(C)/C(=N/Nc2ccccc2Cl)C(=O)C(=O)N1c1ccccc1 (centres undefined) the results were HepG2 tox 1%, Mm-Cpn inhibitor -3%, A549 tox inconclusive, Nrf2 activator 0.5%, CCT modulator -0.3, Akt phos inh inactive, Abeta rescue 7%, TGFb SMAD3 inh -19% and Nrf2 inh -5%.
CC1C=CCC2C(=O)N(c3ccccc3OC(=O)c3ccco3)C(=O)C12 (centres undefined) was read as HepG2 tox 0%, Mm-Cpn inhibitor -2%, A549 tox 2%, Nrf2 activator -0.2%, CCT modulator -0.3, Akt phos inh inactive, Abeta rescue 0%, TGFb SMAD3 inh 4% and Nrf2 inh 7%.
Screening Cc1cccc(NC(=O)c2cccc(Cn3cc(Br)c([N+](=O)[O-])n3)c2)c1C returned HepG2 tox 3%, Mm-Cpn inhibitor 0%, A549 tox -7%, Nrf2 activator 9.5%, CCT modulator -0.3, Akt phos inh inactive, Abeta rescue 6% and TGFb SMAD3 inh -32%.
For Cn1cccc1CC(=O)N/N=C/c1ccco1 the results were HepG2 tox 39%, Mm-Cpn inhibitor 1%, A549 tox 1%, Nrf2 activator 10%, CCT modulator -2.7, Akt phos inh inactive, Abeta rescue 16%, TGFb SMAD3 inh 18% and Nrf2 inh -10%.
Screening C=CCn1c(COc2cccc3ccc(C)nc23)nnc1SCC(N)=O returned HepG2 tox -3%, Mm-Cpn inhibitor 1%, A549 tox -1%, Nrf2 activator 0.9%, CCT modulator 2.1, Akt phos inh inactive, Abeta rescue 1%, TGFb SMAD3 inh -12% and Nrf2 inh inconclusive.
Screening COc1ccc(C(=O)NCCS(=O)(=O)NCCc2ccccc2)cc1 returned HepG2 tox -1%, Mm-Cpn inhibitor 2%, A549 tox 1%, Nrf2 activator 0.3%, CCT modulator -4.4, Akt phos inh inactive, Abeta rescue -1%, TGFb SMAD3 inh -8% and Nrf2 inh inconclusive.
O=C(CCCc1c[nH]c2ccccc12)NCC1COc2ccccc2O1 (centres undefined) was read as HepG2 tox -3%, Mm-Cpn inhibitor 0%, A549 tox -7%, Nrf2 activator -0.3%, CCT modulator -3.0, Akt phos inh inactive, Abeta rescue 0%, TGFb SMAD3 inh 13% and Nrf2 inh -19%.
For COc1cc2c(cc1OC)CN(c1ccc3ccccc3n1)CC2 the results were HepG2 tox -20%, Mm-Cpn inhibitor -3%, A549 tox 2%, Nrf2 activator 2.3%, CCT modulator -0.1, Akt phos inh inactive, Abeta rescue -13%, TGFb SMAD3 inh -16% and Nrf2 inh -23%.
CCOC(=O)[C@]12CCC=C1N(Cc1ccccc1)C(=O)[C@H](CC(=O)NCCCN1CCCC1=O)C2 was read as Nrf2 activator -0.2%, CCT modulator -2.5, Akt phos inh inactive and Abeta rescue -12%.
CC(=O)Nc1ccc(NC(=O)C(C)OC(=O)CCC2CCCC2)cc1 (centres undefined) was read as HepG2 tox -6%, Mm-Cpn inhibitor -2%, A549 tox 3%, Nrf2 activator 0.2%, CCT modulator 0.0, Akt phos inh inactive, Abeta rescue 6%, TGFb SMAD3 inh -9% and Nrf2 inh 6%.
COc1ccc(/C=N/NC(=O)c2cccnc2)cc1O was read as HepG2 tox -12%, Mm-Cpn inhibitor 0%, A549 tox -3%, Nrf2 activator 5.3%, CCT modulator 0.2, Akt phos inh inactive, Abeta rescue -4%, TGFb SMAD3 inh -3% and Nrf2 inh 2%.
`O=C(c1ccco1)C(O)c1ccco1` (centres undefined) gave HepG2 tox 2%, Mm-Cpn inhibitor 2%, A549 tox 0%, Nrf2 activator -0.7%, CCT modulator 1.8, Akt phos inh inactive, Abeta rescue 4%, TGFb SMAD3 inh -22% and Nrf2 inh -9%.
C[C@@H]1CC=C[C@H]2[C@H]1C(=O)N(Cc1ccccc1)[C@H]2c1ccc(-c2cc3ccccc3s2)cc1F was read as HepG2 tox 5%, Mm-Cpn inhibitor -13%, A549 tox inconclusive, Nrf2 activator -0.7%, CCT modulator -0.9, Akt phos inh inactive, Abeta rescue -6%, TGFb SMAD3 inh -16% and Nrf2 inh inconclusive.
Screening CCOC(=O)CSc1nc(NC#N)nc(N(CC)CC)n1 returned HepG2 tox 17%, Mm-Cpn inhibitor 1%, A549 tox 6%, Nrf2 activator 3.0%, CCT modulator 2.6, Akt phos inh inactive, Abeta rescue -19%, TGFb SMAD3 inh inconclusive and Nrf2 inh -2%.
Cn1c(SCC(=O)N2c3ccccc3CCc3ccccc32)nnc1-c1cc2ccccc2cc1O was read as HepG2 tox 2%, Mm-Cpn inhibitor -12%, A549 tox -5%, Nrf2 activator -0.3%, CCT modulator -3.3, Akt phos inh inactive, Abeta rescue -2%, TGFb SMAD3 inh inconclusive and Nrf2 inh -19%.
For CCOC(=O)c1c(C)nn(-c2ncccc2NC(=O)NC(C)C)c1C the results were HepG2 tox 21%, Mm-Cpn inhibitor -2%, A549 tox 3%, Nrf2 activator -0.2%, CCT modulator 0.1, Akt phos inh inactive, Abeta rescue 2%, TGFb SMAD3 inh -17% and Nrf2 inh -3%.
`COc1ccccc1C1(O)C(=O)Nc2ccc(C)cc21` (centres undefined) gave HepG2 tox 3%, Mm-Cpn inhibitor 0%, A549 tox 1%, Nrf2 activator -2.2%, CCT modulator -23, Akt phos inh inactive, Abeta rescue -6%, TGFb SMAD3 inh 11% and Nrf2 inh 4%.
COc1ccccc1CCNC(=O)Cc1c(C)c2c(cc(C)c3c(C)coc32)oc1=O was read as HepG2 tox -18%, A549 tox 11%, Nrf2 activator 0.5%, Abeta rescue -21%, TGFb SMAD3 inh 15% and Nrf2 inh 18%.
For CC1CN(C(=O)COC(=O)c2ccc(Cl)nc2)CC(C)O1 (centres undefined) the results were HepG2 tox 20%, Mm-Cpn inhibitor 1%, A549 tox 2%, Nrf2 activator 0.0%, CCT modulator -1.6, Akt phos inh inactive, Abeta rescue -19%, TGFb SMAD3 inh 4% and Nrf2 inh 1%.
Screening CCOc1ccc(C(=O)NCCn2cc(SCC(=O)Nc3cc(C)on3)c3ccccc32)cc1 returned HepG2 tox -37%, Mm-Cpn inhibitor 1%, A549 tox -16%, Nrf2 activator 3.5%, CCT modulator -2.7, Akt phos inh inactive, Abeta rescue -3%, TGFb SMAD3 inh -2% and Nrf2 inh inconclusive.
Screening Cc1ccc(NC(=O)C2CCC(CNS(=O)(=O)c3cccc4nsnc34)CC2)c(C)c1 (centres undefined) returned HepG2 tox 11%, A549 tox -8%, Nrf2 activator 0.3%, Abeta rescue -6%, TGFb SMAD3 inh -19% and Nrf2 inh -8%.
`CC1(C)CC(CCNC(=O)CCl)(c2ccccc2)CCO1` (centres undefined) gave HepG2 tox -11%, Mm-Cpn inhibitor 1%, A549 tox 1%, Nrf2 activator -0.3%, CCT modulator -1.7, Akt phos inh inactive, Abeta rescue 7%, TGFb SMAD3 inh -8% and Nrf2 inh 4%.
O=[N+]([O-])c1cccc(S(=O)(=O)c2ccc(N3CCCCC3)c([N+](=O)[O-])c2)c1 was read as HepG2 tox -11%, Mm-Cpn inhibitor 1%, A549 tox -5%, Nrf2 activator 3.2%, CCT modulator -0.4, Akt phos inh inactive, Abeta rescue -5%, TGFb SMAD3 inh inconclusive and Nrf2 inh inconclusive.

No new results follow: 4 of the compounds above.
Cn1c(SCC(=O)N2c3ccccc3CCc3ccccc32)nnc1-c1cc2ccccc2cc1O was read as HepG2 tox 2%, Mm-Cpn inhibitor -12%, A549 tox -5%, Nrf2 activator -0.3%, CCT modulator -3.3, Akt phos inh inactive, Abeta rescue -2%, TGFb SMAD3 inh inconclusive and Nrf2 inh -19%.
For CCOC(=O)c1c(C)nn(-c2ncccc2NC(=O)NC(C)C)c1C the results were HepG2 tox 21%, Mm-Cpn inhibitor -2%, A549 tox 3%, Nrf2 activator -0.2%, CCT modulator 0.1, Akt phos inh inactive, Abeta rescue 2%, TGFb SMAD3 inh -17% and Nrf2 inh -3%.
`COc1ccccc1C1(O)C(=O)Nc2ccc(C)cc21` (centres undefined) gave HepG2 tox 3%, Mm-Cpn inhibitor 0%, A549 tox 1%, Nrf2 activator -2.2%, CCT modulator -23, Akt phos inh inactive, Abeta rescue -6%, TGFb SMAD3 inh 11% and Nrf2 inh 4%.
COc1ccccc1CCNC(=O)Cc1c(C)c2c(cc(C)c3c(C)coc32)oc1=O was read as HepG2 tox -18%, A549 tox 11%, Nrf2 activator 0.5%, Abeta rescue -21%, TGFb SMAD3 inh 15% and Nrf2 inh 18%.

From PubChem
